# From PubChem
# SARS 3CLpro inh: SARS-CoV 3CLpro protease inhibitors, primary screen, biochemical, quenched FRET. recombinant SARS-CoV 3CLpro, quenched FRET peptide cleavage. Replicase polyprotein 1ab (Severe acute respiratory syndrome coronavirus), P0C6X7. hit rate 0.14% among 290,000. inhibition, % at 6 µM; in the data active = inhibition above about 12%
# DUSP3 inh: VHR1 phosphatase inhibitors, primary screen, biochemical, absorbance, uHTS; recombinant VHR phosphatase, pNPP absorbance; inhibition, % at 13.3 µM; Dual specificity protein phosphatase 3 (Homo sapiens), P51452; hit rate 0.52% among 290,000; in the data active = inhibition above about 50%; note: some compounds called inactive have numbers as strong as hits
# Target sequence (P51452 whole entry, looked up): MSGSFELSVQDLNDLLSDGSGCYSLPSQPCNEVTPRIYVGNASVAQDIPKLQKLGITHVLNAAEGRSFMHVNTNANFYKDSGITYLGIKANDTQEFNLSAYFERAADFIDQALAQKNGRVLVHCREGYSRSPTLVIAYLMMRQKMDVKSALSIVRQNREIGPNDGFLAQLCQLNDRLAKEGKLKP
# Anthrax LF prot: Bacillus anthracis LF protease inhibitors, primary screen, biochemical, multiplex microsphere, MLPCN library; Lethal factor (Bacillus anthracis), P15917; multiplex microsphere protease cleavage assay; inhibition, % at 10 µM; hit rate 0.12% among 360,000; note: plate controls were buffer without enzyme for full effect and enzyme alone for no effect
# Target sequence (P15917 whole entry, looked up): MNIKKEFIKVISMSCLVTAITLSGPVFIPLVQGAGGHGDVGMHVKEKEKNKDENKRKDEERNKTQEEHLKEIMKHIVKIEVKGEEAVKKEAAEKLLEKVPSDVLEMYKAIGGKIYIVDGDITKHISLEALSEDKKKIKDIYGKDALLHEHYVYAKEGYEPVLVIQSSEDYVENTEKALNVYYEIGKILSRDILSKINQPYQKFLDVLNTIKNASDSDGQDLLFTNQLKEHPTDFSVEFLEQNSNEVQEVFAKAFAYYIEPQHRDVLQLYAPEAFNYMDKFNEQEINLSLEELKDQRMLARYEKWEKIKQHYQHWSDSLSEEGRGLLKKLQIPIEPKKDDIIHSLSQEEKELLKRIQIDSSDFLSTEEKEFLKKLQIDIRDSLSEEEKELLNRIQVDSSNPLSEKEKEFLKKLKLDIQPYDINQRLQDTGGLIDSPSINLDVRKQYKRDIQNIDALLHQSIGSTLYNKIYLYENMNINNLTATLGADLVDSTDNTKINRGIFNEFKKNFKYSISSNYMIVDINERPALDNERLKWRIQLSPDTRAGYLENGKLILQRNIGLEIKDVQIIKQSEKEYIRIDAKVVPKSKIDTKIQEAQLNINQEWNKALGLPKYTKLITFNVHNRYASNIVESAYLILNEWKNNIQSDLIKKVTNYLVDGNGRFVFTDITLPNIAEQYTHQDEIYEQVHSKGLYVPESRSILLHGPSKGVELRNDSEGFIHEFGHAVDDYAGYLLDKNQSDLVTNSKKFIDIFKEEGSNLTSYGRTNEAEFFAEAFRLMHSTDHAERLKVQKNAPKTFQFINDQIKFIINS
# TcdB GH inh: TcdB glycohydrolase inhibitors, primary screen, biochemical, single point, plate reader | inhibition, % at 9.99 µM | hit rate 0.24% among 350,000 | TcdB glycohydrolase enzymatic assay | Toxin B (Clostridioides difficile), P18177; in the data active = inhibition above about 10%
# PfHsp40 yeast: rescue of yeast from PfHsp40 toxicity, primary screen, S. cerevisiae, ATP luminescence | S. cerevisiae expressing PfHsp40, growth rescue | growth rescue, % at 12.5 µM | hit rate 0.68% among 340,000; in the data active = growth rescue above about 28%, passing the limit was not always enough; inconclusive = no clear call, values can overlap the other calls;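 note: yeast W303a lacking pdr1 and pdr3 grown in galactose medium; growth measured after three days at 30 °C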
# Vc quorum ag: inducers of Vibrio cholerae quorum light production without autoinducers, primary screen, BH1578 luxS cqsA deficient, single point | activation, % at 18.7 µM | hit rate 0.16% among 350,000 | V. cholerae BH1578 lux reporter, luminescence, 6 h; in the data active = activation mostly above about 9.7%, no sharp cut-off; inconclusive = no clear call, values can overlap the other calls; inactive = mostly below about 3.7%; note: not every result past the cut was called active; inactives centre near 0; reference of the scale not given here
# SSB-PriA inh: inhibitors of Klebsiella pneumoniae PriA binding to SSB C-terminal tail, primary screen, biochemical, AlphaScreen | PriA–SSB C-terminal tail interaction (Klebsiella pneumoniae) | AID 1272365, 2023 | AlphaScreen SSBct-PriA binding, biotinylated peptide | inhibition, % at 33 µM | hit rate 0.6% among 430,000; in the data active = inhibition mostly above about 37%, no sharp cut-off; inactive = mostly below about 20%;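 note: plate controls were negative control peptide for no effect and reference peptide for full effect; strong numbers were not always called active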
# Y pestis TopoI: Yersinia pestis topoisomerase I inhibitors, primary screen, biochemical, cleavage product accumulation, plate reader, single point; Y. pestis Topo-I cleavage product accumulation; AID 504884, 2011; hit rate 0.064% among 360,000; DNA topoisomerase I (Yersinia pestis CO92); activity, % at 10 µM; in the data active = activity above about 50%, passing the limit was not always enough; inconclusive = no clear call, values can overlap the other calls; note: inactives centre near 2
# CCHF vOTU inh: CCHFV vOTU protease inhibitors, primary screen, biochemical, Pep-AMC substrate, fluorescence | inhibition, % at 11.5 µM | hit rate 0.55% among 370,000 | Crimean-Congo hemorrhagic fever virus L polyprotein viral ovarian tumor (vOTU) protease …; in the data active = inhibition above about 30%; note: 0% = vehicle wells with enzyme and 100% = no enzyme wells
# BoNT A protease: BoNT/A light chain protease inhibitors, primary screen, biochemical, flow cytometry, MLPCN library. Botulinum neurotoxin type A light chain protease (Clostridium botulinum A str. ATCC 3502). multiplex microsphere protease substrate cleavage. inhibition, % at 10 µM. hit rate 0.17% among 360,000. AID 588499, 2011; note: plate controls were buffer without enzyme for full effect and enzyme alone for no effect
# Numbers without * were called inactive; i = inactive; ? = inconclusive; / = no result given; & = joins results of further samples. Cut-off read from the data, not from the text of the source, unless noted: active = inhibition above about 30%; inconclusive = no clear call, values can overlap the other calls; inactive = below that. Only part of the results is shown (hit frequency here may not be typical).
SMILES,SARS 3CLpro inh,DUSP3 inh,Anthrax LF prot,TcdB GH inh,PfHsp40 yeast,Vc quorum ag,SSB-PriA inh,Y pestis TopoI,CCHF vOTU inh,BoNT A protease
COc1ccc(CCNC(=O)C(=O)NCC2CCCN2S(=O)(=O)c2ccccc2)cc1OC (stereo not drawn),/,/,/,1.0,0.0,-0.4,6,11,1,/
C=CCN1C(=O)N(c2ccc(Cl)cc2)C(=O)C1CC(=O)Nc1ccc(F)cc1 (stereo not drawn),6,22,9,1.3,-0.5,0.5,-19,-5,-1,0.1
O=C(COC(=O)CCCCCN=C1NS(=O)(=O)c2ccccc21)Nc1ccc(Cl)c(Cl)c1,1,-10,0,0.4,-0.7,i,-6,13,7,0.4
CCOC(=O)Cc1ccc2sc(-c3ccccc3)nc2c1,3,-10,-1,/,-2.9,-0.3,-17,?,6,-0.7
CCOc1ccc(S(=O)(=O)N2CCC(C(=O)NC3CC3)CC2)cc1C,-11,12,-2,1.0,0.6,-0.2,3,9,5,-0.1
CC(C)C[C@@H](CNCC(=O)[C@H](Cc1ccccc1)NC(=O)c1[nH]cnc1C(=O)N[C@@H](C)CN)NC(=O)c1nc[nH]c1C(=O)N[C@@H](C)C(=O)O,/,/,-9,0.5,-1.7,-0.7,19,7,2,-0.3
O=C(c1cccnc1NCc1ccc(F)cc1)N1CCOCC1,-2,2,-1,/,-0.6,-0.7,-1,-1,-3,0.3
CCC(=O)N/N=C/c1ccc(-c2ccc([N+](=O)[O-])cc2)o1,5,3,2,0.7,-1.1,-0.3,/,0,8,2.0
O=C(NNC(=O)c1sccc1-n1cccc1)Nc1ccccc1,-1,-13,0,-4.5,0.0,/,-12,4,-2,-0.3
O=C(/C=C/c1ccccc1)NCC(=O)N/N=C/c1ccco1,1,5,-6,1.6,0.5,i,/,12,11,-5.6
CC1(C)Cc2c(cnn2-c2cccc(F)c2)C(NC(=O)CN2CCCC2=O)C1 (stereo not drawn),3,10,-4,0.0,0.0,2.9,-9,9,-15,1.7
CC1CCN(S(=O)(=O)c2ccc3c(c2)N(CC(=O)NCCCOC(C)C)C(=O)CO3)CC1,6,44,0,1.1,0.1,-0.6,-1,-3,-9,0.8
CN(CC(=O)Nc1c(Cl)cccc1Cl)C(=O)Cc1ccc2c(c1)CCC2,/,/,0,1.7,-0.5,-0.9,-5,-2,0,1.4
Cc1noc(C)c1CSc1cc(C)c2ccccc2n1,-3,37,-1,0.0,3.6,-0.6,-25&-9,13,-3,-0.7
CCC(=C(c1ccc(OC)cc1)c1ccc(OC)cc1)c1cn(CC(O)CN2CCN(C)CC2)c2ccccc12 (stereo not drawn),7,10,-7,/,0.7,-0.3,55*,-11,11,-0.7
COc1ccc(CCNC(=O)Nc2ccc3c(c2)c(=O)n(C)n3Cc2ccc(Cl)cc2)cc1OC,/,/,1,0.0,/,-0.1,/,11,-63,-0.3
O=C(O)CCCCn1c(SCC(=O)Nc2ccccc2C(F)(F)F)nc2ccsc2c1=O,-3,26,0,-0.4,-1.1,-0.2,-11,2,-3,-0.1
CCOC(=O)c1nnn(-c2nonc2N)c1-c1ccccc1,0,16,-1,/,-0.5,i,-4,-11,3,-0.2
CCNC(=O)/C(=C\c1ccccc1)NC(=O)/C=C/c1ccccc1,-1,8,-4,/,-0.4,i,2,-4,-20,-0.6
COc1ccc(C2C(C(=O)c3ccco3)=C(O)C(=O)N2CC2CCCO2)cc1 (stereo not drawn),-4,-13,-1,/,-0.6,i,-15,-3,-7,1.6
CN(C)CCNc1oc(COc2ccc(Cl)cc2Cl)nc1C#N,-1,24,-11,/,-1.3,i,-11,-7,-11,3.6
C=CCn1c(=O)c(C(=O)NCCc2ccccc2)c(O)c2ccccc21,2,27,-1,/,94*,-1.5,-30,5,-1,?
CCOC(=O)C1=C(N)OC2=C(C(=O)CCC2)C1c1cccnc1 (stereo not drawn),-2,-7,-1,/,-1.0,-0.4,-14,-4,7,-0.2
CC(=O)Nc1ccc(Oc2cc(C#N)c(C#N)cc2N2CCOCC2)cc1,5,21,0,/,-1.8,-0.5,0,-2,-4,0.1
CCCN(c1ccc(C(C)C)cc1)S(=O)(=O)c1c(C)noc1C,-3,-7,0,/,2.3,-7.7,-14,2,7,1.1
CCc1ccc(NC(=O)COc2ccc(/C=C(/C#N)c3nc4ccccc4[nH]3)cc2OC)cc1,1,18,-1,-1.0,-1.0,i,-13,8,-1,0.7
Cc1cccc(NS(=O)(=O)c2ccc3c(c2)Cc2cc(S(=O)(=O)Nc4cccc(C)c4C)ccc2-3)c1C,3,-13,0,0.6,0.4,-0.3,7,9,6,1.5
Cc1[nH]c(=O)c(C#N)c(C)c1CCC(=O)Nc1cc(S(C)(=O)=O)ccc1Cl,-6,12,0,-3.2,0.3,-0.2,-1,-12,-2,0.7
CCOC(=O)c1c(NC(=O)CSc2nncs2)sc(C)c1-c1ccccc1,5,0,-1,-0.9,1.4,-0.3,-16,36,6,0.4
O=S(=O)(c1ccc(Cl)cc1)N1CCCC1c1nc(-c2ccc(Cl)cc2)no1 (stereo not drawn),-2,18,-6,/,-1.1,-0.4,-22,4,6,-0.2

# Two entries picked at random from those above:
SMILES,SARS 3CLpro inh,DUSP3 inh,Anthrax LF prot,TcdB GH inh,PfHsp40 yeast,Vc quorum ag,SSB-PriA inh,Y pestis TopoI,CCHF vOTU inh,BoNT A protease
Cc1[nH]c(=O)c(C#N)c(C)c1CCC(=O)Nc1cc(S(C)(=O)=O)ccc1Cl,-6,12,0,-3.2,0.3,-0.2,-1,-12,-2,0.7
CCc1ccc(NC(=O)COc2ccc(/C=C(/C#N)c3nc4ccccc4[nH]3)cc2OC)cc1,1,18,-1,-1.0,-1.0,i,-13,8,-1,0.7

# An excerpt of these results, with two lines to a compound.
# The line under a structure holds: SARS 3CLpro inh | DUSP3 inh | Anthrax LF prot | TcdB GH inh | PfHsp40 yeast | Vc quorum ag | SSB-PriA inh | Y pestis TopoI | CCHF vOTU inh | BoNT A protease
COc1ccc(C2C(C(=O)c3ccco3)=C(O)C(=O)N2CC2CCCO2)cc1 (stereo not drawn)
 : -4 | -13 | -1 | / | -0.6 | i | -15 | -3 | -7 | 1.6
CN(C)CCNc1oc(COc2ccc(Cl)cc2Cl)nc1C#N
 : -1 | 24 | -11 | / | -1.3 | i | -11 | -7 | -11 | 3.6

# Later entries.
SMILES,SARS 3CLpro inh,DUSP3 inh,Anthrax LF prot,TcdB GH inh,PfHsp40 yeast,Vc quorum ag,SSB-PriA inh,Y pestis TopoI,CCHF vOTU inh,BoNT A protease
O=C(CCCc1nc(-c2ccccc2)no1)Nc1cccnc1,-1,17,2,/,0.1,i,-3,-2,-19,-0.6
CCCCc1ccc(N=N/C(C(=O)Nc2ccc(NC(C)=O)cc2OC)=C(/C)O)cc1,/,/,-3,0.4,0.4,-0.8,/,2,3,-1.3
CCN(CC)S(=O)(=O)c1cc(NC(=O)CSc2nnc(-c3cccs3)o2)ccc1C,0,21,-1,/,-0.3,-0.3,3,-1,-4,-0.9
O=C(C[C@@H]1C/C=C/CCCC(=O)O[C@H](c2ccccc2)CNC1=O)N[C@H](CO)Cc1ccccc1,/,/,8,-6.6,0.0,-2.1,0,-8,31*,0.6
CCc1cc(=O)[nH]c(SCc2cccnc2)n1,1,4,1,/,-0.2,-2.0,-13,-9,/,2.5
COc1ccc(OC)c(NS(=O)(=O)c2ccc3c(c2)CCC(=O)N3)c1,2,17,-2,/,0.0,0.9,-12,-9,-1,1.0
COc1ccc(-n2c(Cc3cccn3C)nnc2SCC(=O)N2CCC(C)CC2)cc1,5,21,-7,-0.2,-0.5,-0.4,2,19,5,-0.3
CC(C)(C)c1ccccc1OCCCCCn1ccnc1,5,6,4,6.6,0.4,-0.7,20,35,1,-1.2
CCc1ccc(-c2cc(C(F)(F)F)n3nc(C(=O)Nc4cnn(Cc5ccccc5C)c4)cc3n2)s1,2,2,2,/,-0.1,-2.8,-7,-2,0,4.4
COc1ccc(OCCNC(=O)c2ccccc2OCC(=O)Nc2ccc(NC(C)=O)cc2)cc1,-1,-1,-6,/,-1.4,i,-13,6,-2,-0.7
CC(=O)Nc1ccc(NC(=O)c2c(-c3ccccc3)noc2C)cn1,1,12,5,1.8,-1.4,-0.7,1,0,1,1.2
CCCn1c(CN2CCN(C(C)=O)CC2)nc2cc(S(=O)(=O)N(C)C)ccc21,2,-3,-1,0.5,0.4,-0.4,4,0,0,2.0
CCc1nc(N2CCNCC2)c(C#N)c2c1CSC(C)(C)C2,3,14,-8,/,-0.8,-0.4,-16,11,-8,-1.7
O=C1CCSc2c1ccc1ccccc21,/,/,-6,0.4,0.3,i,-33,10,-15,0.1
NC(=O)c1cc(S(=O)(=O)Nc2ccccc2)cs1,-2,20,29,0.8,-0.4,-13,-6,2,1,-0.9
NC(=O)C1(Nc2ccccc2Cl)CCCC1,/,/,1,0.9,0.7,-8.3,-1,5,13,-1.1
CCOC(=O)Cn1c2c(c(=N)c3c1CCC3)CCCC2,-4,-4,-3,1.2,1.0,-0.5,-8,6,-10,0.2
O=C(NCCN1C(=O)S/C(=C/c2cccnc2)C1=O)C1=NN(c2ccccc2)C(=O)CC1,/,/,-10,0.8,-0.3,0.8,-16,5,-2,0.4
CCN(CC)C(=O)CN(c1cc2c(cc1OC)oc1ccccc12)S(=O)(=O)c1ccccc1,1,21,3,/,0.8,-0.6,-14,36,4,0.0
CCC1CCCCN1C(=O)c1cc2c(=O)n3cccc(C)c3nc2s1 (stereo not drawn),7,-16,-9,/,-0.7,-0.3,-9,29,/,1.2
CCCCC(O)(C(NC=O)C(=O)OC)C(F)(F)F (stereo not drawn),0,6,7,/,-1.1,-1.3,-3,-2,3,2.1
Oc1ccc(/C=C/c2ccc3ccccc3n2)cc1,-2,36,-3,6.0,-4.0,-0.2,-21,-2,3,-1.4
CN(CCc1ccccn1)Cc1ccc(Cl)cc1Cl,0,31,0,/,-0.4,i,-9,5,-8,-4.3
CCCN(CCC)S(=O)(=O)c1ccc(C(=O)Nc2nc3c(s2)CCc2ccccc2-3)cc1,2,-5,-2,/,0.9,-0.3,0,9,-7,0.0
COc1ccc(N(CC(=O)NCCSc2ccccn2)S(=O)(=O)c2ccccc2)cc1Cl,9,-17,0,1.6,-0.5,-0.5,-4,35,-14,1.3
Cc1ccc(CNC(=O)C2CCN(c3nn4c(=O)cc(C)nc4s3)CC2)cc1,2,-17,3,0.3,1.0,i,-1,4,4,-0.2
CCCOc1ccc(C(CC(=O)O)NS(=O)(=O)c2ccc(NC(C)=O)cc2)cc1 (stereo not drawn),2,18,3,-1.4,-0.7,1.4,-8,2,5,-0.3

# Individual results from the results shown.
# CCCOc1ccc(C(CC(=O)O)NS(=O)(=O)c2ccc(NC(C)=O)cc2)cc1 (stereo not drawn) in BoNT A protease shows -0.3
# Oc1ccc(/C=C/c2ccc3ccccc3n2)cc1 in Vc quorum ag shows -0.2
# COc1ccc(N(CC(=O)NCCSc2ccccn2)S(=O)(=O)c2ccccc2)cc1Cl in CCHF vOTU inh shows -14
# CCC1CCCCN1C(=O)c1cc2c(=O)n3cccc(C)c3nc2s1 (stereo not drawn) in PfHsp40 yeast shows -0.7
